ATXN2 expr inh – Primary qHTS for Inhibitors of ATXN expression | HEK-293 ATXN2-luciferase reporter, luminescence, 24 h | Potency, µM (doses to about 57 µM), inactives show at the top dose activity change, negative = inhibition, most hits filed as inhibitors | 0.72% of 360,000 active; also: potency is read from the fitted curve at half-maximal effect; % is scaled to controls: 0 for no effect and ±100 for the full control effect; nearly all actives have a fitted effect of over 55% in size
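ATXN2-luciferase reporter cells (luciferase flanked by upstream and downstream ATXN2 gene portions) were treated 24 h at 37 °C with compounds at up to 57 uM. SteadyGlo luminescence gave expression; GF-AFC fluorescence gave viability.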
TGFb SMAD3 inh – qHTS for Inhibitors of TGF-b; HepG2 CAGA-GFP TGF-b/SMAD3 reporter, GFP fluorescence, 18 h; TGF-beta stimulated, 500 pg/mL final; Potency, µM (top dose mostly 46.1 µM), without a hit: top-dose activity, negative = inhibition, actives largely listed as inhibitors; 1.2% of 410,000 active; also: potency is read from the fitted curve at half-maximal effect; % is scaled to controls: 0 for no effect and ±100 for the full control effect; nearly all actives have a fitted effect of over 65% in size
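Read-out: total well GFP (ex488/em500-530) summed from mean per-cell fluorescence. Cells: HEPG2 CAGA-GFP, 1% FBS DMEM, 18 h at 37 degrees C with 500 pg/mL final TGF-beta. Unstimulated wells served as the full-inhibition control; stimulated DMSO wells = 0%.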
Nrf2 ARE act – qHTS of Nrf2 Activators; AREc32 ARE-luciferase reporter (MCF7-derived line), luminescence, 24 h; Potency, µM (doses to about 46.1 µM), for the others: at the highest dose activation, most hits filed as activators; 0.31% of 410,000 active; AID 624171, 2012; also: potency is read from the fitted curve at half-maximal effect; % of control where 0% means no effect; nearly all actives have a fitted effect of over 65% in size
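Luminescent ARE reporter assay in AREc32_Fluc cells: overnight plating at 37 deg C, 24 hr compound incubation, Steady-Glo added, 30 min RT before reading.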
S2 tox – Viability Counterscreen for Primary qHTS for Inhibitors of ATXN expression. S2 cells (HEK-293 line with an ATXN2-luciferase reporter) viability, CellTiter-Fluor protease fluorescence, 24 h. Potency, µM (doses to about 56.7 µM), most hits filed as cytotoxic. 0.49% of 400,000 active; also: potency is read from the fitted curve at half-maximal effect; nearly all actives have a fitted effect of over 40% in size
A549 viability – Nrf2 qHTS screen for inhibitors: counterscreen for cytotoxicity | A549 ARE-Fluc cells, CellTiter-Fluor viability, 18-24 h | Potency, µM (doses to about 46 µM), inactives show at the highest dose activity change, negative = cytotoxicity, usual class: inhibitors | 0.16% of 390,000 active | AID 504648, 2011; also: potency is read from the fitted curve at half-maximal effect; % is scaled to controls: 0 for no effect and ±100 for the full control effect
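A549 ARE_Fluc cells in 5% FBS OPTI-MEM were exposed to compounds in concentration-response for 18-24 h at 37 deg C. Viability was read by CellTiter-Fluor fluorescence (Ex 405/Em 525) after 30 min, before the luciferase read.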
HepG2 viability – qHTS for Inhibitors of TGF-b: Cytotox Counterscreen. 0.76% of 410,000 active. Potency, µM (top dose mostly 46.1 µM), inactives show at the highest dose activity change, negative = cytotoxicity, usual class: cytotoxic. HepG2 CAGA-GFP viability, ATP luminescence, 18 h. AID 588856, 2011; also: potency is read from the fitted curve at half-maximal effect; some results filed as inactive show a strong effect at the top dose
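HepG2 CAGA-GFP cells (1000/well, DMEM with 1% FBS) received compound, then TGF-beta at 500 pg/mL final, and were incubated 18 hours at 37 degrees C. Viability was read by CellTiter-Glo luminescence. Media-only wells were set as complete cell-killing and DMSO as no toxicity.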
EPAC2 ag – qHTS for Agonist of cAMP-regulated guanine nucleotide exchange factor 4 (EPAC2): primary screen; Potency, µM (top dose mostly 154 µM), for inactives: at the top dose activation, usual class: activators; 0.079% of 360,000 active; Rap guanine nucleotide exchange factor 4 (Homo sapiens), Q8WZA2; EPAC2 activation, biochemical qHTS; response scale: 100% = 6.5 mM cAMP response; also: potency is read from the fitted curve at half-maximal effect; nearly all actives have a fitted effect of over 50% in size
Target sequence (Q8WZA2 whole entry, looked up): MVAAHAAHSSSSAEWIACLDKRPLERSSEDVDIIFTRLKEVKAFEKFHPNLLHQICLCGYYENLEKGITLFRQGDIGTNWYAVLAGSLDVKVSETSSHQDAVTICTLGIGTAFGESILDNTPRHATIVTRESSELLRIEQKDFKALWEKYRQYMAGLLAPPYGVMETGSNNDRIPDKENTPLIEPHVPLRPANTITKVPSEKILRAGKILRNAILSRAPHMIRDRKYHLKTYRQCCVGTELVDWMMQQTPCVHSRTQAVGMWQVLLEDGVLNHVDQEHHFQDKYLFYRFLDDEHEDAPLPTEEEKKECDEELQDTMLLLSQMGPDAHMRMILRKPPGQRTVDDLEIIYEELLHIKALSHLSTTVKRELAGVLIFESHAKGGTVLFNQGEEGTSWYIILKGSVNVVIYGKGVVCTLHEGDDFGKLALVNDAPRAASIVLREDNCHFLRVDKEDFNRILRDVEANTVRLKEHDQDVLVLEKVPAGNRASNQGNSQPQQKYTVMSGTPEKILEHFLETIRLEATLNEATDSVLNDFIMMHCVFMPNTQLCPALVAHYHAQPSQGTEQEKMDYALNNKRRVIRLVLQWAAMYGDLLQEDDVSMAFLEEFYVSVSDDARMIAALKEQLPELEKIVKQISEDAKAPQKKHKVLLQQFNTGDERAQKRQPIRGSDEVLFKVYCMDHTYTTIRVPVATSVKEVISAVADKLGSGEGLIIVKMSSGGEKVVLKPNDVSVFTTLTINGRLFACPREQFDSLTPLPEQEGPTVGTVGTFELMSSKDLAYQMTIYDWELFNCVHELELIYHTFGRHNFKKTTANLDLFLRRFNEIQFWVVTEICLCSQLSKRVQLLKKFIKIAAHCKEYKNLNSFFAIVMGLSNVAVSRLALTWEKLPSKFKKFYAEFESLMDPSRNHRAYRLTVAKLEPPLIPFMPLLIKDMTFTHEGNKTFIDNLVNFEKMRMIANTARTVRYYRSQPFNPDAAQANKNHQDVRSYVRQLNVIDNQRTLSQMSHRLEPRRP
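Setup: EPAC2 100 nM, labeled Rap1B complex 250 nM, free GDP 50 uM. Compound titrations pinned in, brief spin, 5 min room temperature incubation. Kinetic fluorescence read over 30 min, normalized to 6.5 mM cAMP.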
Nrf2 inh – Nrf2 qHTS screen for inhibitors. Potency, µM (top dose mostly 46 µM), for inactives: at the highest dose activity change, negative = inhibition, actives largely listed as inhibitors. A549 ARE-Fluc reporter, luciferase luminescence, 18-24 h. 2.1% of 360,000 active; also: potency is read from the fitted curve at half-maximal effect; % is scaled to controls: 0 for no effect and ±100 for the full control effect; nearly all actives have a fitted effect of over 60% in size
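Two sequential reads on A549 ARE_Fluc cells exposed to compound for 18-24 h: a CellTiter-Fluor fluorescence read for viability, then a luciferase luminescence read for Nrf2/ARE activity.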
IL2 activator – qHTS of IL-2 Activators. IL-2 activation reporter assay, cell-based qHTS; stimulated with anti-CD3/CD4/CD28 beads; in transgenic mouse T cells. 0.065% of 360,000 active. AID 652025, 2013. activation, % (series mostly up to about 46 µM); in the data active = activation above about 50%; inconclusive = mostly about 30% to 49%; also: 0% is about no effect
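Quantitative HTS in unstimulated transgenic mouse T cells, with memory T cells as non-tolerant control and PMA/ionomycin as tolerance-bypass control. Compound pretreatment lasted 60 minutes before 18 h bead stimulation; EGFP/DsRed fluorescence read.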
Active calls of the source: *; i = inactive; u = inconclusive; x = no result given; [ ] = another dose, or the depositor's remark. Unless noted, calls follow the shape of the dose curve; as a rule, active = well fitted curve in the direction sought with a large enough effect; inconclusive = small, poorly fitted or top-dose-only effect, or another doubt; inactive = no such curve, though single readings can be large; an effect the other way counts as inactive or inconclusive.

SMILES | ATXN2 expr inh | TGFb SMAD3 inh | Nrf2 ARE act | S2 tox | A549 viability | HepG2 viability | EPAC2 ag | Nrf2 inh | IL2 activator
OC(c1ccc(F)c(F)c1)c1nc(-c2cccc(F)c2)cs1 (centres undefined) | -6% | -19% | 4.7% | u | x | -52% | 13% | x | 0.0
O=S1(=O)CCC(NC(=S)SCc2ccccc2Br)C1 (centres undefined) | 14% | u | 15% | i | 0% | -120% | 15% | -1% | -1.0
Cc1cc(Cl)ccc1NC(=S)NCCc1ccc(Cl)cc1 | u | u | -0.3% | i | 8% | -35% | u | 2% | -3.4
CC(Cc1cccs1)NC(=O)Nc1ccc([N+](=O)[O-])cc1 (centres undefined) | x | u | 4.5% | i | u | -49% | 25% | 3% | 0.0
C#CCOCCOCCOCCNc1nc(N2CCN(C(=O)[C@H]([C@@H](C)CC)n3cc([C@@H](N)CC(C)C)nn3)CC2)nc(N2CCN(C(=O)[C@H](CCCCN)n3cc([C@@H](N)CC(C)C)nn3)CC2)n1 | 8% | 12% | -0.9% | i | 3% | 1% | 6% | 23% | 0.4
CCc1ccccc1NC(=O)CN1CCN(C(=O)CNC(=O)c2ccc(-c3ccccc3)cc2)CC1 | -38% | u | 2.5% | i | -20% | -25% | -1% | u | -0.7
O=C(CSc1nccn1Cc1ccccc1)Nc1nc2ccccc2s1 | 19% | 5% | 3.4% | i | 0% | -27% | x | x | x
CC1=C(C(=O)N2CCCCCC2)CC(CC(=O)NCCN2CCOCC2)C(=O)N1Cc1ccc(F)cc1 (centres undefined) | 6% | x | 0.0% | i | x | x | -2% | x | -0.2
CC(=O)Nc1ccc(S(=O)(=O)N(Cc2cccnc2)Cc2cc3ccc(C)cc3[nH]c2=O)cc1 | x | 18% | -1.5% | i | 1% | -18% | 2% | 8% | 1.4
CCc1nnc(NC(=O)COc2ccc3ccccc3c2)s1 | -5% | 6% | 1.5% | i | -3% | 1% | 9% | 2% | 0.5
COCCN(C(=O)c1cc2c(s1)CCC2)c1c(N)n(CC(C)C)c(=O)[nH]c1=O | 9% | u | 0.3% | i | 1% | 4% | 2% | -2% | -3.2
Cc1cc(=O)oc2cc(OCC(=O)NCC3CCCO3)ccc12 (centres undefined) | x | 0% | -0.4% | i | 10% | -7% | 4% | 8% | -0.1
COc1cc(CN2CCNC(=O)C2CC(=O)NC2CCC2)cc(OC)c1 (centres undefined) | x | -11% | -0.6% | i | -6% | -1% | 2% | 10% | 1.8
CCOC(=O)c1c(NC(=O)C2COc3ccccc3O2)sc(C(C)=O)c1C (centres undefined) | -16% | u | 4.8% | i | -5% | -5% | -5% | u | -4.0
Cc1cc(N)n2ncc(-c3cccc(Br)c3)c2n1 | 56%[activator] | u | 11% | i | -6% | -51% | 26% | u | -1.4
Cc1ccc(CSCCNC(=O)c2ccc(NS(C)(=O)=O)cc2)cc1 | -17% | 4% | 2.5% | u | -2% | -9% | 1% | -20% | 1.0
Clc1ccc(CNCCCSc2ncccn2)cc1 | -12% | -22% | 0.0% | i | -2% | -25% | 1% | 5% | -4.4
O=C(NCc1ccccc1)c1ccc2c(c1)S(=O)(=O)c1cc(Cl)ccc1C2=O | -13% | -19% | 8.0% | i | 3% | -2% | 13% | 0% | -0.5
O=C(Nc1ccccc1F)c1ccc(Cn2cc(Br)cn2)cc1 | x | -21% | 3.2% | i | 1% | -1% | 9% | 5% | -1.2
CCOc1ccc(N2C(=O)S/C(=C\c3cccn3C)C2=O)cc1 | 14% | 5% | 2.7%[9.22 µM] | i | 4% | -2% | -5% | 8% | 0.9

Some of these compounds in order of their number in TGFb SMAD3 inh, rising:
| smiles | TGFb SMAD3 inh |
| --- | --- |
| Clc1ccc(CNCCCSc2ncccn2)cc1 | -22% |
| O=C(Nc1ccccc1F)c1ccc(Cn2cc(Br)cn2)cc1 | -21% |
| Cc1cc(=O)oc2cc(OCC(=O)NCC3CCCO3)ccc12 (centres undefined) | 0% |
| Cc1ccc(CSCCNC(=O)c2ccc(NS(C)(=O)=O)cc2)cc1 | 4% |
| CCOc1ccc(N2C(=O)S/C(=C\c3cccn3C)C2=O)cc1 | 5% |

The results go on.
SMILES | ATXN2 expr inh | TGFb SMAD3 inh | Nrf2 ARE act | S2 tox | A549 viability | HepG2 viability | EPAC2 ag | Nrf2 inh | IL2 activator
O=[N+]([O-])c1ccccc1S(=O)(=O)N1CCN(Cc2ccc3c(c2)OCO3)CC1 | -16% | u | 2.9% | i | 6% | -14% | 21% | -19% | 0.7
CCN1CCN(C(=S)Nc2ccc3nc(N4CCN(C)CC4)cc(C)c3c2)CC1 | -7% | 3% | 4.6% | i | -16% | -23% | 2% | 11% | -2.4
COc1ccccc1CNC(=O)C1CCC(CNc2c(N3CCC(C)CC3)c(=O)c2=O)CC1 (centres undefined) | x | -14% | -0.1% | i | -4% | 2% | 0% | -9% | 0.4
O=C(NNC(=O)C12CC3CC(CC(C3)C1)C2)c1ccccn1 | u | u | u | u | u | -44% | 15% | 21µM* | -4.7
CCOC(CNC(=O)c1ccc(N2CCc3ccccc32)c([N+](=O)[O-])c1)OCC | -13% | -22% | 2.9% | i | -16% | -45% | 2% | u | 0.4
O=C(c1[nH]c(C(F)(F)F)nc1-c1ccccc1)N1CCC(C(O)(c2ccccc2)c2ccccc2)CC1 | 8% | -23% | 1.6% | i | x | 0% | -20% | x | 0.2
COC(=O)c1ccccc1NC(=O)CN(Cc1ccc(Cl)cc1)S(C)(=O)=O | -14% | -24% | 0.1% | i | 1% | -32% | 8% | u | 0.9
COc1ccccc1-n1cc(CN2CCN(C3CCCCC3)C(CCO)C2)cn1 (centres undefined) | -15% | 20% | -0.6% | i | 2% | 10% | -3% | 10% | 0.3
Cc1cc2nc(-c3ccc(Cl)cc3)c(Cc3cccc(Cl)c3)n2c(C)c1Br | 6% | x | 17% | i | x | x | -5% | x | -0.1
COc1ccccc1NC(=O)N1CC=C(c2c[nH]c3ccccc23)CC1 | x | x | 21% | x | 4% | -19% | x | u | x

In another format: entries from further up
Sequence of screens: ATXN2 expr inh, TGFb SMAD3 inh, Nrf2 ARE act, S2 tox, A549 viability, HepG2 viability, EPAC2 ag, Nrf2 inh, IL2 activator
> Cc1ccc(CSCCNC(=O)c2ccc(NS(C)(=O)=O)cc2)cc1
 : -17%, 4%, 2.5%, u, -2%, -9%, 1%, -20%, 1.0
> Clc1ccc(CNCCCSc2ncccn2)cc1
 : -12%, -22%, 0.0%, i, -2%, -25%, 1%, 5%, -4.4

New compounds follow:
SMILES | ATXN2 expr inh | TGFb SMAD3 inh | Nrf2 ARE act | S2 tox | A549 viability | HepG2 viability | EPAC2 ag | Nrf2 inh | IL2 activator
CC(C)[C@H](NC(=O)c1ccccc1Cl)C(=O)OCc1cc(=O)n2cc(Br)ccc2n1 | x | 0% | -0.7% | i | 0% | -1% | 0% | -18% | 2.4
COc1ccc(-n2c(SC3CCOC3=O)nc3ccccc32)cc1 (centres undefined) | 4% | -21% | 0.0% | i | 0% | 0% | -9% | x | -1.6
Cc1ccc(-n2ncc3c(N4CCCC4)ncnc32)c(C)c1 | x | 5% | 0.2% | x | -5% | -12% | 3% | 25% | -0.2
Cc1cc(C(=O)N/N=C/c2cc(Cl)cc([N+](=O)[O-])c2O)c2ccccc2n1 | u | -20% | 0.4% | i | -8% | 4% | -3% | -25% | -0.6
CCSc1nnc(NC(=O)C(CC)Oc2ccccc2)s1 (centres undefined) | 5% | -16% | -0.9% | i | 1% | 3% | 5% | 0% | -1.4
COc1ccc(-c2noc(-c3ccccc3-c3ccccc3)n2)cc1OC | 14% | -7% | 7.6% | i | 6% | -1% | 12% | -18% | -0.2
COc1ccc(-c2nnc(SCCC(=O)O)n2-c2ccccc2)cc1 | 0% | -5% | -0.6% | u | -4% | 5% | 6% | 15% | -0.2
CCOC(=O)C1=C(CNCc2ccc(Cl)cc2)NC(=O)NC1c1ccccc1 (centres undefined) | -24% | u | 3.9% | u | -1% | -37% | x | 5% | x
Cc1ccc2nc(C)cc(Cl)c2c1 | 4% | -8% | -0.3% | i | -1% | -3% | 12% | -2% | -0.1
CCC(c1nnnn1CCOC)N1CCN(C(=O)c2ccco2)CC1 (centres undefined) | 0% | 11% | -0.3% | i | 4% | 34% | -5% | x | -0.3
COc1ccc(N2CCN(C(=O)CC3NC4CCCCC4NC3=O)CC2)cc1 (centres undefined) | 2% | 8% | 3.1% | i | -19% | -1% | -8% | -12% | -2.7
CC(C)OC(=O)N(C)C[C@@H]1OCc2cnnn2CCCC(=O)N([C@H](C)CO)C[C@@H]1C | 3% | 1% | -0.1% | i | x | 1% | 7% | x | -3.1
O=C(CSc1nc2ccccc2s1)Nc1ccc(Cl)c(S(=O)(=O)N2CCOCC2)c1 | -11% | -3% | 8.0% | i | -5% | 0% | 13% | u | 0.5
Cc1ccc2c(c1)c(=O)c(C(=O)c1ccncc1)cn2CC(=O)Nc1ccc(C(C)C)cc1 | x | -16% | 6.4% | x | 5% | -19% | x | x | x
O=C(OCC(=O)N1CCCC1)c1ccc(S(=O)(=O)N2CCOCC2)cc1 | 14% | 1% | 0.4% | i | 1% | -10% | 3% | -2% | -0.6
O=C(Nc1cccn2ncnc12)c1ccc(Cl)cc1Cl | -7% | -1% | 7.4% | i | -2% | 12% | 0% | 2% | -3.9
COC(=O)C1=C(C)N=C2SCCC(=O)N2C1/C=C/c1ccccc1 (centres undefined) | 2% | 14% | 0.3% | u | -3% | 17% | 5% | -2% | -0.5
CCOC(=O)c1cc(-c2ccccc2)nn1Cc1cc(CC)no1 | 7% | -22% | 3.3% | i | 8% | -19% | 14% | 1% | -3.8
